Screening data: PubChem BioAssay, National Center for Advancing Translational Sciences (NCATS)
IL1B secr inh = inhibitors of inflammasome signaling (IL-1 beta secretion) | activity change, % at 57.5 µM | THP-1 LPS/ATP IL-1B secretion, AlphaLISA, 16 h; active compounds read low | 4.7% of 360,000 active; in the data active = activity change below about -50%; inconclusive = mostly about -30% to -49%; note: % is set by controls: 0 for no effect and ±100 for the full control effect
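Secreted IL-1B measured by AlphaLISA bead assay after 16 h compound exposure of THP-1 cells; compounds (final up to 57.5 uM) added 1 h before LPS (250 ng/mL) and ATP (1.25 mM) stimulation; lower signal means less secretion.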
MCF10A rereplic = DNA re-replication induction in MCF 10a cells; MCF 10A DNA re-replication, Hoechst nuclear intensity, 48 h; 2.9% of 350,000 active; Potency, µM (titrated, usually from 46.1 µM), inactives show top-dose activity, positive = re-replication, hits mostly activators; note: potency is the fitted concentration of half-maximal effect; % of control where 0% means no effect; nearly all actives have a fitted effect of over 50% in size
HT1080NT lethal = kills 2HG-producing HT-1080-NT fibrosarcoma cells; 1.6% of 360,000 active; AID 686970; HT-1080-NT fibrosarcoma viability, CellTiter-Glo ATP luminescence, 48 h; Potency, µM (series often up to 46.1 µM), without a hit: at the top dose activity, negative = less viability, actives largely listed as cytotoxic;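 note: NT is the 2HG producing partner of a matched IDH1 knockdown line; potency is the fitted concentration of half-maximal effect; 0% = DMSO-treated cells and -100% = media-only wells without cells; nearly all actives have a fitted effect of over 55% in size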
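Toxicity toward the 2HG-producing NT line was scored as %Activity, normalised to DMSO and no-cell wells, from CellTiter-Glo luminescence after 48 hours' treatment.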
HT1080 IDH1KD tx = kills HT-1080 cells with IDH1 knockdown | HT-1080 IDH1 knockdown viability, ATP luminescence, 48 h | Potency, µM (top dose mostly 46.1 µM), for inactives: top-dose activity, negative = toxicity, hits mostly cytotoxic | 2% of 360,000 active;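 note: potency is the fitted concentration of half-maximal effect; 0% = DMSO wells and -100% = cell-free medium wells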
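% activity derives from luminescence (CellTiter-Glo), normalised to DMSO and no-cell wells. HT-1080-IDH1KD cells, 750/well, had 48 h compound exposure at 37 °C.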
ATXN2 expr inh = reduces ATXN2 reporter expression in HEK-293 cells | HEK-293 ATXN2-luciferase reporter, luminescence, 24 h | Potency, µM (titrated, usually from 57 µM), for the others: at the top dose activity change, negative = inhibition, usual class: inhibitors | 0.72% of 360,000 active | AID 1745845; note: potency is the fitted concentration of half-maximal effect; % is set by controls: 0 for no effect and ±100 for the full control effect; nearly all actives have a fitted effect of over 55% in size
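qHTS (up to 57 uM final) was run with 24 h compound exposure of reporter cells at 37 °C. Each well was multiplexed: SteadyGlo luminescence measured ATXN2-luciferase expression after a fluorogenic Gly-Phe-AFC viability readout (25 uM final).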
WRN helicase inh = blocks human WRN helicase. 0.46% of 360,000 active. AID 651768. Potency, µM (top dose mostly 114 µM), for the others: at the highest dose activity change, negative = inhibition, hits mostly inhibitors. WRN helicase unwinding, fluorescent forked duplex, kinetic. Q14191; note: potency is the fitted concentration of half-maximal effect; % is set by controls: 0 for no effect and ±100 for the full control effect; nearly all actives have a fitted effect of over 55% in size
Target sequence (Q14191 whole entry, looked up): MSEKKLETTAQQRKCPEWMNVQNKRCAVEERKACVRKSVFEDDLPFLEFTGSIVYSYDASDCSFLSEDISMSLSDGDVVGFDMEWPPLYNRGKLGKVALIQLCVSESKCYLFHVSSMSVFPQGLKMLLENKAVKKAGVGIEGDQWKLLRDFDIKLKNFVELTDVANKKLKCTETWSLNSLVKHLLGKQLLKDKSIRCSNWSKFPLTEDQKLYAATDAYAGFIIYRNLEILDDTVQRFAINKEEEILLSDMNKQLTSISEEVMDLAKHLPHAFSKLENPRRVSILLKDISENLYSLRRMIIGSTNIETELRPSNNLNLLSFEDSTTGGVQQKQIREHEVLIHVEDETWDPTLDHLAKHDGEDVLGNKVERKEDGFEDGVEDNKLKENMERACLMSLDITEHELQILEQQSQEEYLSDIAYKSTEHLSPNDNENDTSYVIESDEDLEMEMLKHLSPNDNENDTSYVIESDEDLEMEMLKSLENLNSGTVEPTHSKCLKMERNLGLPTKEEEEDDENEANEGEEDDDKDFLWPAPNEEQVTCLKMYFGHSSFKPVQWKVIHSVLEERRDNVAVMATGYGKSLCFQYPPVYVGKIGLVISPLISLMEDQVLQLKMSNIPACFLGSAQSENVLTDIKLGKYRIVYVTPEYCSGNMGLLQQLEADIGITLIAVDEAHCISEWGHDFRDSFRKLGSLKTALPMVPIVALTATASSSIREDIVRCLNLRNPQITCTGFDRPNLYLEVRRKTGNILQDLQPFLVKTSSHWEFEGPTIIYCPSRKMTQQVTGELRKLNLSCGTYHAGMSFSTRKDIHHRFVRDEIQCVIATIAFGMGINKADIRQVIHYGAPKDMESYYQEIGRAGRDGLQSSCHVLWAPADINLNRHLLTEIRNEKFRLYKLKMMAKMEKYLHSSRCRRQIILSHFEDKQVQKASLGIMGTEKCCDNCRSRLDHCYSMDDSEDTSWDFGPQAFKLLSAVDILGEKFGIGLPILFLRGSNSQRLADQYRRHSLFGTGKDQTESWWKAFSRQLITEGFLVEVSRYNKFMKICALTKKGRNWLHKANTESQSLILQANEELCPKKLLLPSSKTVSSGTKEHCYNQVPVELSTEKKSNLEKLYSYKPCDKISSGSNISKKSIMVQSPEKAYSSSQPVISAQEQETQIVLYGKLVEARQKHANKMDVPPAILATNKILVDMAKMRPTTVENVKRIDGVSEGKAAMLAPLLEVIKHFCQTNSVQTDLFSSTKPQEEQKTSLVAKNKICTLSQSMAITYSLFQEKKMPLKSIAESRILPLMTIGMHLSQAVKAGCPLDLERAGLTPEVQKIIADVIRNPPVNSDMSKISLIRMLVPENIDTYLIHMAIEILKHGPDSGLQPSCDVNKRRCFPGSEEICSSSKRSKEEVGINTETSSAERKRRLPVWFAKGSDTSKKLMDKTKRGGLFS
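Kinetic red-fluorescence monitoring (525/598 nm) tracks WRN helicase activity after 100 nM fluorophore-quencher forked duplex and 2 mM ATP are added to 20 nM enzyme pretreated 15 min at room temperature with compound.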
SW480 rereplic = induces DNA re-replication in SW480 colon adenocarcinoma cells; SW480 DNA re-replication, Hoechst DNA content imaging, 48 h; Potency, µM (titrated, usually from 46.1 µM), for the others: top-dose re-replication activation, usual class: activators; 1.8% of 340,000 active; note: potency is the fitted concentration of half-maximal effect; % of control where 0% means no effect; nearly all actives have a fitted effect of over 55% in size
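Quantitative HTS format with DMSO vehicle controls; 48 hr drug incubation at 37 C, then 40 min Hoechst staining and scanning imager measurement at 405 nm excitation.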
KB-V1 MDR tox = KB-V1 MDR subline cytotoxicity; Potency, µM (top dose mostly 46.1 µM), for the others: at the highest dose activity change, negative = cytotoxicity, most hits filed as cytotoxic; KB-V1 MDR cells viability, CellTiter-Glo, 72 h; 3.4% of 400,000 active; note: potency is the fitted concentration of half-maximal effect; % is set by controls: 0 for no effect and ±100 for the full control effect; nearly all actives have a fitted effect of over 60% in size
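Readout: CellTiter-Glo luminescence, 10 min after addition. Cells: KB-V1 MDR subline, 72 h at 37 degrees C with compound. Analysis: corrected, normalized data fitted to concentration-effect curves.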
KB-3-1 tox = kills parental KB-3-1 adenocarcinoma cells; KB-3-1 viability, CellTiter-Glo ATP luminescence, 72 h; Potency, µM (titrated, usually from 46.1 µM), without a hit: at the highest dose activity change, negative = cytotoxic, actives largely listed as cytotoxic; 1.4% of 400,000 active; note: potency is the fitted concentration of half-maximal effect; % is set by controls: 0 for no effect and ±100 for the full control effect; nearly all actives have a fitted effect of over 60% in size
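Multi-concentration cytotoxicity screen in KB-3-1 cells grown in DMEM lacking phenol red with 10% FBS. After 72 h at 37 °C with compound, ATP-dependent luminescence was recorded.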
An asterisk follows results filed as active; u = inconclusive; x = not tested or not shown; & = joins results of further samples; [ ] = another dose, or the depositor's remark. Unless noted, calls come from the whole dose curve; as a rule, active = well fitted curve in the direction sought with a large enough effect; inconclusive = small, poorly fitted or top-dose-only effect, or another doubt; inactive = no such curve, though single readings can be large; an effect the other way counts as inactive or inconclusive. This is a random part of the collection; about 12% have a hit in one of these screens.

SMILES	IL1B secr inh	MCF10A rereplic	HT1080NT lethal	HT1080 IDH1KD tx	ATXN2 expr inh	WRN helicase inh	SW480 rereplic	KB-V1 MDR tox	KB-3-1 tox
Cc1cnn(C(=O)c2cc(-c3ccccn3)nc3ccc(Cl)cc23)c1	28	-1%	-3%	2%	-23%	u	2%	-18%	4%
COc1nc(NCCO)nc(Nc2ccc([N+](=O)[O-])cc2)n1	-7	20%	1%	-6%	6%	-2%	-1%	-20%	19%
COc1ccc(S(=O)(=O)N2N=C(c3ccc(NS(C)(=O)=O)cc3)CC2c2ccco2)cc1 (stereo not given)	39	-2%	-28%	-30%	0%	3%	u	2%	-25%
COC(=O)C1CCN(S(C)(=O)=O)CC1	1	-13%	17%	16%	3%	10%	-8%	2%	4%
O=C(O)CSc1nnc(-c2ccc3c(c2)OCO3)o1	14	-6%	0%	-1%	-34%	-5%	0%	19%	-6%
CC(C)Nc1ccc(C(CC(N)=O)NC(=O)Cc2ccc(Br)cc2)cc1[N+](=O)[O-] (stereo not given)	-9	-4%	-8%	-20%	u	-1%	-8%	0%	-9%
COc1c2ccoc2c(OC[C@@H](O)C(C)(C)OC)c2oc(=O)ccc12	0	-10%	7%	11%	-5%	-1%	-12%	-5%	14%
Cn1c(C(=O)N2CCCC(C(=O)NCCCSC3CCCCC3)C2)cc2sccc21 (stereo not given)	-11	24%	-4%	-13%	-1%	-5%	0%	8.2µM*	-13%
CCCn1c(=O)c2[nH]c(C3CCCC3)nc2n(CCC)c1=O	-6	20%&2%	-18%	7%	-5%	-1%	3%&-14%	u	0%
O=C(CCN1C(=O)c2ccccc2C1=O)c1ccccc1	-15	x	10%	2%	x	1%	x	1%	17%
COCCn1c(=O)[nH]c2cc(C(=O)N3CCN(c4ccc(OC)cc4)CC3)ccc2c1=O	27	11%	3%	7%	-20%	4%	0%	-18%	-2%
O=C(Nc1cccc(Cc2ccccc2)c1)Nc1ccc2nc([C@@H]3O[C@H](CO)[C@@H](O)[C@H](O)[C@H]3O)[nH]c2c1	33	x	12%	27%	5%	-10%[57.1 µM]	x	-6%	6%
CCC(C)[C@H](NC(=O)Nc1ccccc1F)C(=O)O (stereo not given in full)	1	2%	0%	13%	x	-8%	-3%	2%	-2%
Cc1cc2nc(-c3ccccc3)c(CC(C)(C)C)n2c(C)c1Br	99	x	-21%	-26%	-11%	-2%	x	0%	-5%
CC(=O)N1CCN(C(=O)C2CCN(S(=O)(=O)c3ccccc3C(F)(F)F)CC2)CC1	19	-1%	1%	5%	7%	3%	0%	19%	0%
c1ccc(CSc2nnc3ccc(-c4ccncc4)nn23)cc1	-7	0%	4%	-2%	11%	6%	-11%	-14%	0%
CCC(=O)Nc1ccc(NC(=O)c2ccco2)cc1	-14	-3%	-22%	-2%	-7%	-16%	u	-19%	-7%
CC(=O)Nc1cccc(-c2ccnc3c2CC(C)(C(=O)Nc2cccc(C(F)(F)F)c2)O3)c1 (stereo not given)	-4	x	u	u	u	0%	x	u	u
CN(CCOc1ccccc1)C(=O)C1CCC(=O)N(CCCN2CCCC2=O)C1 (stereo not given)	12	0%	13%	5%	14%	3%	u	0%	1%
COc1ccc(NC(=O)NCCCN2CCCC2=O)cc1	1	1%	15%	8%	13%	-3%	-2%	-8%	2%

Retrieved by structure from the list above (4):
SMILES	IL1B secr inh	MCF10A rereplic	HT1080NT lethal	HT1080 IDH1KD tx	ATXN2 expr inh	WRN helicase inh	SW480 rereplic	KB-V1 MDR tox	KB-3-1 tox
CN(CCOc1ccccc1)C(=O)C1CCC(=O)N(CCCN2CCCC2=O)C1 (stereo not given)	12	0%	13%	5%	14%	3%	u	0%	1%
Cc1cnn(C(=O)c2cc(-c3ccccn3)nc3ccc(Cl)cc23)c1	28	-1%	-3%	2%	-23%	u	2%	-18%	4%
O=C(CCN1C(=O)c2ccccc2C1=O)c1ccccc1	-15	x	10%	2%	x	1%	x	1%	17%
Cc1cc2nc(-c3ccccc3)c(CC(C)(C)C)n2c(C)c1Br	99	x	-21%	-26%	-11%	-2%	x	0%	-5%

Following part
SMILES	IL1B secr inh	MCF10A rereplic	HT1080NT lethal	HT1080 IDH1KD tx	ATXN2 expr inh	WRN helicase inh	SW480 rereplic	KB-V1 MDR tox	KB-3-1 tox
C=CCc1cccc(CNc2c(C)n(C)n(-c3ccccc3)c2=O)c1O	2	7%	-2%	-13%	2%	-4%	5%	-14%	-3%
Cc1ccc(S(=O)(=O)n2nc(OC(=O)C(C)(C)C)cc2N)cc1	31	u	-5%	-2%	-1%	2%	0%[9.22 µM]	11%	11%
O=C(O)c1nn(-c2ccc(Cl)cc2)ccc1=O	-1	-7%	16%	3%	-3%	77%[activator]	-5%	14%	11%
COC(=O)c1ccc2c(=O)n(-c3ccccc3)c(=S)[nH]c2c1	48	2%	15%	-2%	-4%[11.3 µM]	-8%	u	-7%	-7%
NC(=O)c1ccccc1NC(=O)Nc1cccc(Cl)c1	-1	3%	1%	-2%	22%	-7%	-9%	9%	1%
COc1cc2ncnc(NCc3ccc(C)cc3)c2cc1OC	-1	u	3%	-13%	-7%	6%	-1%	-5%	-4%
CN1C(=O)c2cccc3c(S(=O)(=O)N(C)C)ccc1c23	-6	8%	-6%	-19%	25%	4%	u	1%	3%
O=C(Nc1ccc(N2CCOCC2)nc1N1CCOCC1)c1cccc(C(F)(F)F)c1	3	1%	5%	-3%	-10%	2%	-3%	-5%	2%
O=C1OCC/C1=C1/NCCNC1=O	0	x	10%	7%	x	2%	x	13%	u
Cc1ccc(S(=O)(=O)N(CC(=O)NN=C2CCN(C)CC2)c2ccc(C(C)C)cc2)cc1	-11	3%[9.22 µM]	-15%	-14%	-10%	4%	u	4%	4%
Cc1cccc(NC(=O)CSCc2nc3c(nnn3Cc3ccc(F)cc3)c(=O)[nH]2)c1C	12	5%	-5%	3%	-2%	-18%	-1%	0%	13%
CCN(CC(=O)NCc1cccs1)C(=O)/C=C/c1ccc(OC)cc1OC	-18	3%	7%	0%	2%	6%	-120%[inhibitor]	-26%	-19%
CCOC(=O)c1cc2occc2n1Cc1ccc(F)cc1	-19	-3%	3%	8%	-2%	4%	1%[9.22 µM]	-1%	-4%
CCC(C)Sc1nnc(NS(=O)(=O)Cc2ccccc2)s1 (stereo not given)	13	-1%	0%	8%	x	-1%	-10%	-6%	0%
C[C@@H]1CN([C@H](C)CO)C(=O)CCCn2cc(nn2)CO[C@H]1CN(C)S(=O)(=O)c1ccc(-c2ccccc2)cc1	-1	x	-5%	-5%	-13%	17%	x	5%	-6%
CCOC(=O)CC[C@H](NC(=O)Cn1cnc2c(OCc3ccccc3)ncnc21)C(=O)OCC	17	-2%	-4%	-2%	2%	4%	-9%	0%	10%
CCCCN1C(=O)c2ccc(C(=O)Nc3ccc(S(=O)(=O)N(C)C)cc3)cc2C1=O	1	0%	1%	2%	5%	-4%	-6%	0%	18%
CS(=O)(=O)N1CCN(c2ccc(NC(=O)COc3ccccc3[N+](=O)[O-])cc2)CC1	3	12%	-12%	-6%	6%	-35%	-7%	-1%	-1%
COC(=O)[C@@]12C[C@@H](CC(=O)N3CCN(C(=O)c4ccco4)CC3)C(=O)N(Cc3ccc4c(c3)OCO4)C1=CCC(C)(C)C2	u	x	-22%	-10%	x	-4%	x	-19%	-6%
CCc1nn(CC(=O)NCCCc2ccccc2)c(=O)c2cc3cc(F)ccc3n12	3	1%	1%	7%	1%&5%	0%	5%	0%&0%	u
COc1cc2nc(N(CCCN(C)C)C(=O)c3ccc(C(=O)c4ccccc4)cc3)sc2cc1OC	-105*	3%	0%	-1%	u	u	2%	-16%	7%
CCOc1c(O)ccc(C2NC(=O)NC(C)=C2C(=O)OC)c1[N+](=O)[O-] (stereo not given)	15	4%	17%	-2%	3%	0%	-9%	7%	-2%
Cc1cnc(C(=O)Nc2ccc(C)c(S(=O)(=O)N3CCCCC3)c2)cn1	40	-5%	1%	-6%	-1%	-19%	-7%	-2%	6%
O=C(Nc1nnc(C2CCCCC2)s1)c1ccco1	0	-10%	14%	14%	6%	-29%[57.1 µM]	-4%	u	3%
O=C(CCNC(=O)c1ccccc1Cl)Nc1cccc(S(=O)(=O)N2CCOCC2)c1	-28	-2%	1%[9.24 µM]	2%	1%	-3%	6%	0%	16%
Cc1ccc(/C=N/NC(=O)C(NC(=O)c2ccccc2)c2n[nH]c(=O)c3ccccc23)cc1 (stereo not given)	0	9%	-19%	-30%	68%[activator]	-16%	-2%	6%	0%
COc1ccc(CNC(=O)Cn2cc(C)c(=O)[nH]c2=O)cc1	-13	u	-1%	1%	0%	-6%	6%	0%	0%
CN(CCc1ccccc1)C(=O)c1ccc(NC(=O)Cc2cccc([N+](=O)[O-])c2)cc1	-51*	10%	-6%	1%	u	-2%	-10%	-8%	u
CC(NC(=O)c1c(Cl)cnn1C)C1CCCO1 (stereo not given)	8	1%	-2%	7%	5%	2%	-4%	0%	12%
Cc1nc(-c2ccc(-c3ccon3)s2)no1	-6	4%	6%	8%	37%	9%	-2%	0%	3%
CCOc1ccc(NC(=O)COc2ccc(S(=O)(=O)N3CCOCC3)cc2)cc1	8	18%	12%	18%	-14%	0%	-4%	0%	u
O=S(=O)(c1ccc(S(=O)(=O)N(Cc2ccc(F)cc2)C2CCCC2)cc1)N1CCCC1	-9	u	-6%	1%	-8%	-7%	10%	0%	-19%
O=C1c2ccccc2CN1CCSC(=S)N1CCOCC1	u	2%	5%	8%	21%	-15%	-4%	-5%	1%
CC1CCN(CC(=O)Nc2ccccc2C(=O)c2ccccc2)CC1	21	21%	0%	-2%	4%	-11%	-13%	-4%	12%
O=c1nc(SCc2ccccc2Cl)nc(-c2ccc(Cl)cc2)[nH]1	x	29%	6%	4%	13%	-3%	-46%[inhibitor]	6%	3%
